# PfM18AAP inh = PfM18AAP inhibitors, malaria aminopeptidase, primary screen, biochemical, QFRET, recombinant enzyme. M18 aspartyl aminopeptidase (Plasmodium falciparum 3D7). H-Glu-NHMec fluorogenic cleavage. inhibition, % at 7.35 µM. actives 1.2% (n = 290,000);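 active = inhibition above the campaign mean inhibition over all tested compounds plus 3 SD, cut at about 28% in these data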;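 note: 0% = plate median of test compound wells and 100% = 2 mM ZnCl2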
# NS3 helicase inh = inhibitors of HCV NS3 helicase, primary screen, biochemical, Cy5 molecular beacon fluorescence | actives 0.56% (n = 290,000) | Hepatitis C virus NS3 helicase | inhibition, % at 10.9 µM | NS3 helicase DNA unwinding;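 active = inhibition above the mean of all tested compounds plus 3 SD, set per campaign, cut at about 35% in these data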;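 note: 0% = DMSO wells and 100% = thioflavine S control wells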
#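 Test system: hepatitis C virus NS3 helicase domain fragment enzyme. Also added: annealed dual-labelled DNA beacon duplex, ATP-started. Timing: 60 min unwinding reaction at 25 °C after ATP addition. Technique: Cy5 fluorescence. Measure: % inhibition of unwinding.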
# DNA FID counter = compounds displacing fluorescent DNA intercalator, primary screen, artefact control for HCV NS3 helicase inhibitor project, biochemical, FID fluorescence. AID 1845, 2009. actives 0.17% (n = 290,000). inhibition, % at 7.9 µM. DNA fluorescent intercalator displacement; in the data active = inhibition above about 37%;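 note: 0% = vehicle and 100% = reference compound; higher means more ethidium bromide displaced from hairpin DNA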
# MEKK2wt PB1 HTS = modulators of MEK5 binding to wildtype MEKK2, primary screen, biochemical, multiplex bead flow cytometry, Alexa488-MEK5. Alexa488-MEK5 binding to MEKK2 WT; actives lie on both sides. binding response (% of control), % at 10 µM. actives 1.1% (n = 290,000). AID 1531, 2009; in the data active = binding response below about 67% or above about 130%
# SUMO HTRF inh = inhibitors of in vitro SUMOylation cascade, primary screen, biochemical, HTRF, uHTS | SUMO-conjugating enzyme UBC9 (Homo sapiens), P63279 | HTRF SUMOylation assay, SAE1/SAE2 + UBC9 | inhibition, % at 35 µM | actives 0.36% (n = 290,000); in the data active = inhibition above about 50%, passing the limit was not always enough; note: strong numbers were not always called active
# Target sequence (P63279 whole entry, looked up): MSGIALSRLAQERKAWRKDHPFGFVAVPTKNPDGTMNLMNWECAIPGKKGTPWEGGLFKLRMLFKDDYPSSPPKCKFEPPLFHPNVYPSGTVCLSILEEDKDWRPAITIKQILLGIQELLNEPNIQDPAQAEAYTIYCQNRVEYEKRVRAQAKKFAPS
# MEKK2mut PB1 HTS = MEK5 binding signal on mutant MEKK2 PB1, primary screen, biochemical, multiplex bead flow cytometry, Alexa488-MEK5 | Alexa488-MEK5 binding to MEKK2 mutant | percent response, % at 10 µM | actives 0.35% (n = 290,000); in the data active = percent response above about 24%, passing the limit was not always enough; note: inactives centre near 1; some results filed as inactive read as strong as hits
# IMP-1 inh = IMP-1 metallo-beta-lactamase inhibitors, primary screen, biochemical, epi-absorbance readout, Pseudomonas aeruginosa enzyme; metallo-beta-lactamase IMP-1 (Pseudomonas aeruginosa); purified IMP-1, nitrocefin hydrolysis, epi-absorbance fluorescence; inhibition, % at 5.6 µM; actives 0.45% (n = 290,000);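 active = inhibition above the mean plus 3 SD of all compounds in the same screening run, cut at about 4.5% in these data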;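 note: 0% = IMP-1 with DMSO and 100% = DMSO wells lacking enzyme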
#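 assay system = purified recombinant IMP-1 metallo-beta-lactamase enzyme | schedule = 15 min preincubation plus 25 min reaction at 25 °C | signal = Epi-absorbance fluorescence, 480 nm excitation, 530 nm emission | read-out basis = percent inhibition from optical density relative to buffer-blank wells | controls = IMP-1 with DMSO as 0%, enzyme-free DMSO as 100%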
# NALP1 yeast inh = NALP1 inflammasome inhibitors in reconstituted yeast, colorimetric, S. cerevisiae, triplicate retest; actives 0.61% (n = 280,000); S. cerevisiae NALP1/ASC/caspase-1 growth, X-gal OD620, 72 h; inhibition, % at 10 µM; in the data active = inhibition mostly above about 24%, no sharp cut-off; inactive = mostly below about 32%; note: some compounds called inactive have numbers as strong as hits
# VIM-2 inhibitor = VIM-2 metallo-beta-lactamase inhibitors, primary screen, biochemical, epi-absorbance readout, Pseudomonas aeruginosa enzyme; AID 1527, 2009; purified VIM-2, nitrocefin hydrolysis, epi-absorbance fluorescence; actives 0.89% (n = 290,000); inhibition, % at 5.6 µM;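 active = inhibition above the mean of all tested compounds plus 3 SD, cutoff set per screening run, cut at about 7.5% in these data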;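 note: red hydrolysis product quenches plate fluorescence so inhibitors raise well fluorescence; 0% = enzyme with DMSO and 100% = DMSO without enzyme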
# Starred values were filed as active, the others as inactive; nt = not tested or not shown; [ ] = dose if it differs, or a comment. Random draw from the library (roughly 4.7% active in at least one column).
SMILES,PfM18AAP inh,NS3 helicase inh,DNA FID counter,MEKK2wt PB1 HTS,SUMO HTRF inh,MEKK2mut PB1 HTS,IMP-1 inh,NALP1 yeast inh,VIM-2 inhibitor
CC(=O)c1cnc(Nc2nc(C)c3cc(C)ccc3n2)nc1C,2,-1,-4,nt,nt,nt,-2.3,nt,0.3
Cc1ccccc1C(=O)Nc1ccnn1C1CCN(CC2CC=CCC2)CC1 (stereo not drawn),-8,4,6,97,-4,-5,-0.4,17,1.4
COc1ccc(NC(=O)c2cccc(N3C(=O)c4cccc([N+](=O)[O-])c4C3=O)c2)cc1,-6,2,-5,106,16,5,-1.1,11,-0.6
Cc1ccc(OCC(=O)Nc2ccc(S(=O)(=O)Nc3ccccn3)cc2)cc1,-10,-5,-11,97,4,-3,-1.2,14,-0.5
COc1cc2c(C(=O)NCc3ccccn3)cn(C)c(=O)c2cc1OC,7,3,-7,100,11,1,1.4,1,3.8
Cc1cc(N2CCCCCC2)nc2ccccc12,1,-4,5,113,32,7,-1.6,23,-3.0
O=C(NN1C(=O)C2C3C=CC(O3)C2C1=O)c1ccncc1 (stereo not drawn),5,1,5,102,4,0,-2.5,29,-2.2
COC(=O)c1ccc2c(=O)n(CCN3CCOCC3)c(SCC(=O)Nc3ccc(C)cc3)nc2c1,9,-6,-9,103,-13,-1,0.4,6,2.7
C/C(=N\NC(=O)c1ccc(NS(=O)(=O)c2cccs2)cc1)c1ccc2ccccc2c1,-41,-5,-6,90,17,-4,-2.8,23,-4.7
O=C(O)CC(C(=O)O)c1ccc(OCCCCOc2ccc(C(CC(=O)O)C(=O)O)cc2)cc1 (stereo not drawn),5,8,-8,103,15,3,-1.0,2,-3.8
O=C(CCCCCl)Nc1c2c(nc3ccccc13)CCC2,-11,-8,1,103,1,4,-4.6,8,-2.5
C=CCN(c1ccc(C(=O)NCCSc2ccccc2)cc1)S(C)(=O)=O,-10,6,-26,98,4,-1,0.7,6,0.9
O/N=C/c1cn(-c2ccccc2)nn1,-2,-1,-8,100,9,-1,-2.9,12,-1.7
CCOC(=O)N1CCC(N2C(=O)c3ccc(C(=O)NCc4ccc(F)cc4)cc3C2=O)CC1,-38,-3,-2,103,4,1,-2.6,22,-0.4
Cc1ccc(-n2c(N)c(C(=O)N3CCCCC3)sc2=S)cc1,-25,2,-13,86,18,-12,-0.4,-5,-0.3
CCOC(=O)C/C(N)=N/NC(=O)c1ccc(Cl)cc1Cl,2,13,-16,103,-20,-3,-3.6,10,-3.6
CC(C)(C)NC(=O)CSc1nncn1NCc1cccc2ccccc12,-4,5,-28,97,14,3,-5.3,0,-3.6
Cn1nccc1C(=O)N1CCN(c2ccccc2F)CC1,3,-6,-8,102,13,2,-2.4,22,-1.0
COc1cc(C(=O)Oc2ccc(C(=S)N3CCOCC3)cc2)cc(OC)c1OC,-4,-18,-30,102,20,2,-1.3,17,1.4
Cn1nnnc1SCC(=O)NCc1ccc2c(c1)OCO2,-11,-2,-1,104,4,3,-1.2,3,-1.2

# Some of the entries so far, as tab-separated lines.
compound	PfM18AAP inh	NS3 helicase inh	DNA FID counter	MEKK2wt PB1 HTS	SUMO HTRF inh	MEKK2mut PB1 HTS	IMP-1 inh	NALP1 yeast inh	VIM-2 inhibitor
O=C(CCCCCl)Nc1c2c(nc3ccccc13)CCC2	-11	-8	1	103	1	4	-4.6	8	-2.5
C=CCN(c1ccc(C(=O)NCCSc2ccccc2)cc1)S(C)(=O)=O	-10	6	-26	98	4	-1	0.7	6	0.9
O/N=C/c1cn(-c2ccccc2)nn1	-2	-1	-8	100	9	-1	-2.9	12	-1.7
CCOC(=O)N1CCC(N2C(=O)c3ccc(C(=O)NCc4ccc(F)cc4)cc3C2=O)CC1	-38	-3	-2	103	4	1	-2.6	22	-0.4

# Other records.
SMILES,PfM18AAP inh,NS3 helicase inh,DNA FID counter,MEKK2wt PB1 HTS,SUMO HTRF inh,MEKK2mut PB1 HTS,IMP-1 inh,NALP1 yeast inh,VIM-2 inhibitor
CCN(Cc1cc2cc(C)ccc2[nH]c1=O)C(=O)c1cccc(OC)c1,-1,-8,-29,nt,9,nt,-0.8,-4,-1.8
CCOC(=O)c1ccc(NC(=O)CSc2nnc(C3CC3)n2CC)cc1,6,5,-23,102,15,9,-2.3,-16,-2.1
COc1ccc(CNC(=O)c2cnccn2)cc1,1,-5,-3,104,-10,3,-3.4,29,-0.7
COc1ccc(C(C(=O)NCc2ccccc2)N(Cc2ccc3c(c2)OCO3)C(=O)c2cnccn2)cc1 (stereo not drawn),-2,-7,-34,95,3,-3,-1.3,5,1.2
O=C(Cn1ncc2c1-c1ccccc1OC2)Nc1cccc(Cl)c1,-3,3,-6,114,-3,7,-4.9,38*,-5.9
Cc1c(S(=O)(=O)Nc2ccc(Br)cc2)c(=O)n(C)c(=O)n1C,-3,14,-7,103,7,9,-4.2,-2,-4.0
CCCCNC(=O)N1CCCN(c2ccc(C#N)cn2)CC1,7,11,-2,107,5,-2,0.2,26,-2.0
Cc1cc(C(=O)O)n(C(C)(C)C)n1,-3,6,6,106,6,4,-2.2,14,-2.5
CC1CCC2(CC1)NC(=O)N(CC(=O)NCc1ccc3c(c1)OCO3)C2=O (stereo not drawn),-7,8,2,95,20,2,-2.4,nt,-3.1
Cc1cc(C)n(Cc2ccc(NC(=O)c3nn(C)cc3[N+](=O)[O-])cc2)n1,2,3,-5,98,22,-6,-3.9,-2,-3.5
O=C(NC(=S)Nc1ccccc1N1CCCC1)c1ccc(-c2cccc([N+](=O)[O-])c2)o1,8,12,-9,100,20,-1,1.5,25,0.5
Cc1ccc(C)c(NC(=S)N2CCC(c3nc4ccccc4s3)CC2)c1,-28,-11,-7,97,11,-3,-2.5,2,-1.1
CCCCn1c(N)c(N2CCOCC2)c(=O)n(CC(=O)NC(C)c2ccccc2)c1=O (stereo not drawn),3,-2,-7,105,15,2,-3.8,-4,-2.3
CCC(=O)c1cn(CC(=O)Nc2cccc(C)c2)c2ccccc12,-4,-5,-6,112,12,13,-2.1,26,-2.2
COc1cc(C(O)P(=O)(OC(C)C)OC(C)C)cc(OC)c1OC (stereo not drawn),0,-6,2,106,24,3,-4.5,18,-2.7
Cc1cc(C)cc(N(CC(=O)NC2CCC(C)CC2)S(=O)(=O)c2c(C)[nH]c(=O)[nH]c2=O)c1 (stereo not drawn),-13,2,-37,91,10,-7,1.3,nt,-0.3
O=C(CCN1C(=O)/C(=C/c2ccccc2F)SC1=S)NCCCn1ccnc1,8,-31,8,101,nt,-3,-1.4,-3,37*
CCOC(=O)C(NC(C)=O)(Nc1ccc(S(N)(=O)=O)cc1)C(F)(F)F (stereo not drawn),-10,4,1,103,-5,0,-4.0,16,-2.2
COCC(=O)N1CCC(Oc2ccc(C(=O)NC(C)c3csc(C)n3)cc2)CC1 (stereo not drawn),-6,5,-18,99,-3,4,-3.2,4,-2.3
COc1nc(NCC(C)C)nc(Oc2ccc(=O)n(-c3ccccc3)n2)n1,-9,7,-10,111,7,11,-2.8,0,-1.3
Cn1c(C(C#N)C2=C(Cl)C(=O)N(c3ccccc3)C2=O)nc2ccccc21 (stereo not drawn),5,6,-7,93,11,-1,2.5,12,1.1
Cc1nn(CC(=O)Nc2ccc(C(=O)N3CCCC3)cc2)c(=O)c2ccccc12,-2,4,-19,101,6,-3,-3.1,-12,0.5
COc1ccccc1-c1noc(-c2ccccc2C(=O)N2CCOCC2)n1,0,5,-23,98,20,4,-3.0,12,-2.9
COc1ccc(C(=O)OCCNC(=O)c2ccncc2)cc1OC,-6,-13,-2,110,2,12,-2.8,19,-2.9
Cc1cccn2cc(CNc3ccccc3)nc12,8,-2,3,96,10,-3,0.3,4,-3.3
O=C(Nc1ccc(-c2cn3c(n2)SCC3)cc1)c1ccc2c(c1)OCO2,2,7,13,113,14,0,-1.9,2,0.1
CCNc1nc(NC(C)C)nc(SCCOc2ccc(C)cc2)n1,-5,-46,-11,106,14,7,-2.2,33,-3.0
NS(=O)(=O)c1ccc(CNC(=O)c2csc3c2CCCC3)cc1,5,18,-5,105,10,4,-1.6,12,-3.9
CCc1nnc(NC(=O)CSc2nc3c(C)cccc3[nH]2)s1,-5,7,-4,103,-14,1,-3.2,12,-2.5
O=C1C2CCCN2C(c2ccco2)N1c1ccc(F)cc1 (stereo not drawn),3,8,0,100,7,2,-1.8,17,-3.2
CN1CCN(CC2(O)CCN(S(=O)(=O)c3ccc(Cl)cc3)CC2)CC1,-3,11,6,99,7,-5,-4.7,-15,-3.7
O=C(N/C(=C/c1cccs1)C(=O)N1CCCC1)c1ccccc1,-7,7,-11,98,8,4,-1.8,-3,-3.1
CC(=O)c1cn(C)c(=O)c2ccccc12,8,16,-1,102,-8,5,0.1,18,3.3
Brc1ccc(Oc2nnnn2-c2ccccc2)cc1,0,4,-7,98,-4,-7,-1.5,-31,-2.6
CC1(C)OC(=O)C(=CNC(CCC(N)=O)C(=O)O)C(=O)O1 (stereo not drawn),-2,4,-1,103,8,2,-1.7,2,-4.4
CCOC(=O)Cc1csc(NC(=O)CSc2nnc(-n3nc(C)cc3C)c3ccccc23)n1,-8,-24,-22,102,-2,12,-0.6,-3,-1.7
COc1ccc(CCNC2CCC(c3ccccc3)CC2)cc1 (stereo not drawn),3,-7,10,119,-19,6,0.5,25,-0.8
C=CCn1c(=NC(=O)c2ccc(S(=O)(=O)N3CCCc4ccccc43)cc2)sc2cc(S(N)(=O)=O)ccc21,2,-11,-4,97,3,-3,0.5,16,1.1
O=C(CN1CCc2ccccc2C1)Nc1ccc(F)cc1,2,6,-5,109,-14,0,1.2,18,-3.3
Cc1cc(C)[n+]2[nH]c(N)c(N=Nc3ccccc3)c2n1,3,-4,4,102,nt,6,-2.6,nt,4.5
Cc1ccc(NC(=O)C(=Cc2ccc(C(=O)O)cc2)C(=O)Nc2ccc(C)cc2C)c(C)c1,0,31,-34,100,10,17,-3.9,-17,-2.9
Cc1ccccc1-c1nc(-c2ccc(Br)o2)no1,10,8,-6,104,8,9,-2.8,-11,-4.1
COc1cc(C)c(C(C)C)cc1S(=O)(=O)NC1CC(C)(C)NC(C)(C)C1,-9,-6,11,102,-1,-1,0.8,3,-1.1
Cc1ccc(S(=O)(=O)N(CC(O)CN2CCCC2)c2ccccc2)cc1 (stereo not drawn),-3,-12,3,95,-11,-6,-1.8,7,-0.7
S=c1nc(-c2ccccc2Br)[nH][nH]1,23,-3,-4,-2.0*[inhibitor],-3,-3,-5.1,2,-2.6
COc1ccccc1CN1CCNC(=O)C1CC(=O)N(C)CC1CCOCC1 (stereo not drawn),1,7,-16,94,7,-6,-1.0,13,0.0
